SR-BI uptake up: SR-BI HDL lipid transfer activation. AID 504775. activation, % at 12.5 µM. CHO ldlA[mSR-BI] cells, DiI-HDL uptake fluorescence, 3 h; 100 = double the neutral-control signal. 0.096% of 320,000 active;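 active means mean replicate activation of at least 60% and every replicate at or above 60%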;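 further: 0% = median plate neutral-control signal and 100% = twice that signal; values of inactives mirror those of a sister screen read the other way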
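Material: SR-BI-overexpressing, LDLR-lacking CHO cells | Dosing: Single compound concentration, delivered by pin transfer | Probe or stimulus: Labelled HDL, 10 µg/mL | Signal: Bottom-read cell fluorescence after medium removal, ex 550/em 595 nm | Schedule: 3 h, 37 °C | Evaluation: HDL uptake via cellular fluorescence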
PfHsp90 yeast 2: inhibits growth of yeast expressing Plasmodium falciparum Hsp90; S. cerevisiae expressing PfHsp90, BacTiter-Glo ATP, 48 h; yeast lacking PDR1 and PDR3 efflux regulators; inhibition, % at 9.4 µM; 0.32% of 310,000 active;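 active means every replicate shows inhibition above about 80%, whatever the replicate mean, limit read from the data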;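 further: 0% = DMSO neutral controls and 100% = 20 µM radicicol positive controls; yeast relying on Plasmodium falciparum Hsp90 in place of its own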
SR-BI DiI inh: mouse SR-BI HDL lipid transfer inhibition; AID 488896; inhibition, % at 12.5 µM; 0.96% of 320,000 active; ldlA[mSR-BI] CHO cells, DiI-HDL uptake fluorescence, 3 h;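 active means mean replicate inhibition of at least 70% and a set share of replicates each scoring 70 or more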;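 further: 0% = median of neutral control wells and 100% = median of positive control wells; values of inactives mirror those of a sister screen read the other way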
dFosB act: enhances mouse delta FosB homodimer DNA binding; P13346; 0.99% of 340,000 active; purified delta FosB, TAMRA-CDK5 oligo fluorescence polarization; percent of positive-control signal above neutral wells; activation, % at 25 µM; AID 493131;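 active means mean activation above about 17%, with every replicate also reaching it, limit read from the data, passing the limit was not always enough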;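 further: fluorescence polarization rise as delta FosB binds a TAMRA Cdk5 AP-1 oligo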
Target sequence (P13346 whole entry, looked up): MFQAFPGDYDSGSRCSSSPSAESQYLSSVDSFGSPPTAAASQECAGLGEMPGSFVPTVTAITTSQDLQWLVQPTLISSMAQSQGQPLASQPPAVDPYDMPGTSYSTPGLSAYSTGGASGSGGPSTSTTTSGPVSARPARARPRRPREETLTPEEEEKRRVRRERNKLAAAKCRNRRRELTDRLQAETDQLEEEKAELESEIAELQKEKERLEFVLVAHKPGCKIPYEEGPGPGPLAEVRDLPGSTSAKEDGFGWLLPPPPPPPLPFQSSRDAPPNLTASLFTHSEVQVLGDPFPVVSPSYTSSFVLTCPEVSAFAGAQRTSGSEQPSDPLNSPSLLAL
MITF act: activators of MITF-driven TRPM1 promoter activity in SK-MEL-5 cells; activation, % at 12.5 µM; AID 588334; SK-MEL-5 TRPM1-promoter luciferase, 24 h; % of positive control, neutral wells = 0; 0.75% of 300,000 active;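 active means mean activation of at least 80% with every replicate also reaching 80%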;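 further: 0% = neutral control wells and 100% = parthenolide positive control wells; values of inactives mirror those of a sister screen read the other way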
CAL PDZ FP-1: inhibitors of human CAL PDZ peptide binding. Q9HD26. purified CAL PDZ, TMR-peptide fluorescence polarization, 1 h. inhibition, % at 20 µM. 0.02% of 330,000 active. AID 504414;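 active means highest replicate inhibition of at least 40%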;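 further: plate controls were DMSO neutral control wells for no effect and unlabeled competitor peptide control wells for full effect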
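material = purified tagged CAL PDZ domain construct (CerCALP) | compound dosing = 20 µM, one dose | times = 1 h at RT | measured by = fluorescence polarization from S- and P-plane intensities, G-factor corrected | read-out = inhibition from polarization loss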
CAL PDZ FP-2: blocks peptide binding to the human CAL PDZ domain; Q9HD26; purified CAL PDZ, TMR-peptide fluorescence polarization, 1 h; inhibition, % at 24.9 µM; 0.92% of 300,000 active; AID 602252;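 active means mean inhibition of at least 30% with at least half of replicates also reaching 30%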;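 further: 0% = DMSO neutral control and 100% = excess unlabeled competitor peptide PRC23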
Rtt109 HAT inh: C. albicans Rtt109 histone acetyltransferase inhibition | Q5AAJ8 | purified Rtt109/Vps75, ThioGlo CoA-SH fluorescence, 4 h | inhibition, % at 34.9 µM | 0.16% of 330,000 active | AID 540336;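 active means inhibition of at least 50% in every replicate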
Target sequence (Q5AAJ8 whole entry, looked up): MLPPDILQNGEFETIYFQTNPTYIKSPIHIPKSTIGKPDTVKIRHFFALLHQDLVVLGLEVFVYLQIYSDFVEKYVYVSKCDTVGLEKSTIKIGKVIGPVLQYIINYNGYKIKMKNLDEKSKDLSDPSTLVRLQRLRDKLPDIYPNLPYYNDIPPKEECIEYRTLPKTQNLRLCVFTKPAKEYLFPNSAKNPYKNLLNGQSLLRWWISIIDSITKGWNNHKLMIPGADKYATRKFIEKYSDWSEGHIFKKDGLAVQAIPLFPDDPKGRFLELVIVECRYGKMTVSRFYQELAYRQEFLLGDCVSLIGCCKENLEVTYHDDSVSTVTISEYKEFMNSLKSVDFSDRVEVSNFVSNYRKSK
NSD2 HMT inh: inhibitors of human histone methyltransferase NSD2; NSD2 peptide methylation, AlphaScreen, 120 min; inhibition, % at 12.5 µM; 0.54% of 310,000 active; AID 743445; in the data active means inhibition above about 50%
PvdQ acylase: blocks Pseudomonas aeruginosa PvdQ acylase activity; purified PvdQ acylase, fluorescence plate reader; inhibition, % at 10 µM; 0.063% of 340,000 active; AID 488965; in the data active means inhibition above about 30%, passing the limit was not always enough;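 further: 0% = vehicle neutral wells and 100% = reference inhibitor wells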
Starred values were filed as active, the others as inactive; i = inactive; . = no result given.

SMILES	SR-BI uptake up	PfHsp90 yeast 2	SR-BI DiI inh	dFosB act	MITF act	CAL PDZ FP-1	CAL PDZ FP-2	Rtt109 HAT inh	NSD2 HMT inh	PvdQ acylase
O=C(c1cc2cc(Br)ccc2o1)N1CCN(c2ccccc2)CC1	-5	-23	5	-6	2	-1.7	-4	-1	1	-8
CCN1C(=O)/C(=C\N(C)C)S/C1=N\S(=O)(=O)c1ccccc1	6	10	-6	9	-4	-0.4	0	13	.	8
CCOC(=O)c1ccc(NC(=O)CN(C)S(=O)(=O)c2ccc(Br)s2)cc1	-17	8	17	-3	15	-0.1	-1	0	-2	-19
COc1ccc(NC(=O)CO/N=C2\CCCc3nonc32)cc1	4	18	-4	2	-4	-0.7	-6	-7	-2	5
CC(=O)Nc1ccc(C2(c3ccc(NC(C)=O)cc3)C(=O)Nc3ccccc32)cc1	-1	-31	1	-17	-7	-2.1	.	-1	4	-4
Cc1c(C(=O)NCCc2ccc(Cl)cc2)sc2nc3n(c(=O)c12)CCC3	-12	-4	12	-14	29	-1.4	.	-11	.	3
COC(=O)c1ccccc1OC(=O)c1ccc(Br)o1	-8	-8	8	-5	-16	-0.6	.	8	1	-2
Cc1cc(NC(=O)CSc2c(C)[nH]c3ccccc23)no1	2	23	-2	1	.	-1.2	-3	-4	.	-11
CCN1CCN(c2nc(Nc3cccc(F)c3)nc(N)c2[N+](=O)[O-])CC1	-11	-13	11	11	14	-0.7	-4	0	12	-3
Cc1ccn2c(C=O)c(-c3ccc(F)cc3)c(C=O)c2c1	-36	14	36	-23	21	-2.2	.	-5	3	-5
COCCNC(=O)CN(c1ccc(C)cc1)S(=O)(=O)c1ccccc1	-15	-38	15	3	-1	-2.3	-1	.	-1	-1
CCN(Cc1ccccc1)C(=O)CN1C(=O)c2ccccc2C1=O	-8	34	8	4	-9	-1.0	-9	-1	2	1
Cc1ccc(C(=O)N2CCN(c3ncccn3)CC2)cc1S(=O)(=O)N1CCCCC1	8	55	-8	-5	1	-2.4	2	0	3	-7
COCCCN1C(=O)C(=O)/C(=C(/O)c2ccccc2)C1c1ccc2c(c1)OCO2 (stereo unspecified)	2	6	-2	3	5	-1.7	-1	.	1	3
COC(=O)c1ccc(NC(=O)c2ccc(N(C)S(C)(=O)=O)cc2)cc1	-16	19	16	6	-21	-1.0	11	0	2	-11
Oc1c(C=NCc2ccccc2)sc2ccccc12	7	3	-7	3	73	-0.4	-1	6	5	-3
COc1ccc2c(c1)[C@@H]1[C@H](CO2)[C@H](c2ccccc2)[C@]2(C)C(=O)NCC(=O)N12	-6	-21	6	1	-4	-1.7	-2	2	.	-9
Cc1ccc(NC(=S)NC(=O)C2CC2)cc1Cl	-10	-2	10	-11	-7	-3.5	52*	12	14	-17
COc1cc([N+](=O)[O-])ccc1NC(=O)CCS(=O)(=O)c1ccc2c(c1)n(C)c(=O)c(=O)n2C	20	8	-20	-1	17	-2.0	-7	-4	.	-8
Cc1cc(NC(=O)CCC(=O)N(CC(=O)NC2CCCC2)c2ccccc2)no1	.	5	.	4	10	-1.8	-1	2	-6	-10
CCOc1cc(C(=O)Nc2c3c(nn2C(C)(C)C)CS(=O)C3)cc(OCC)c1OCC (stereo unspecified)	5	3	-5	-11	-10	-2.2	5	16	-1	6
CC(=O)c1ccc(S(=O)(=O)NCCc2csc(-c3cccnc3)n2)cc1	19	17	-19	-8	1	-0.8	-2	-2	-1	-13
CCN(CC(=O)Nc1ccc(NC(C)=O)cc1)C(=O)c1cccc(S(=O)(=O)N2CCCC2)c1	34	.	-34	0	0	0.4	-4	-1	-2	-11
Cc1ccc(SCCC(=O)Nc2c(C)n(C)n(-c3ccccc3)c2=O)cc1	20	6	-20	-7	-5	-0.8	-4	-4	1	-5
CC1(C)CN=C(N(Cc2ccccc2)C(=O)Nc2ccccc2)S1	18	5	-18	7	29	-0.2	-3	-2	10	-14

A stretch of the results above:
SMILES	SR-BI uptake up	PfHsp90 yeast 2	SR-BI DiI inh	dFosB act	MITF act	CAL PDZ FP-1	CAL PDZ FP-2	Rtt109 HAT inh	NSD2 HMT inh	PvdQ acylase
CC(=O)c1ccc(S(=O)(=O)NCCc2csc(-c3cccnc3)n2)cc1	19	17	-19	-8	1	-0.8	-2	-2	-1	-13
CCN(CC(=O)Nc1ccc(NC(C)=O)cc1)C(=O)c1cccc(S(=O)(=O)N2CCCC2)c1	34	.	-34	0	0	0.4	-4	-1	-2	-11
Cc1ccc(SCCC(=O)Nc2c(C)n(C)n(-c3ccccc3)c2=O)cc1	20	6	-20	-7	-5	-0.8	-4	-4	1	-5
CC1(C)CN=C(N(Cc2ccccc2)C(=O)Nc2ccccc2)S1	18	5	-18	7	29	-0.2	-3	-2	10	-14

Next part.
SMILES	SR-BI uptake up	PfHsp90 yeast 2	SR-BI DiI inh	dFosB act	MITF act	CAL PDZ FP-1	CAL PDZ FP-2	Rtt109 HAT inh	NSD2 HMT inh	PvdQ acylase
CCC1CCc2[nH]nc(C(=O)O)c2C1 (stereo unspecified)	-3	-1	3	-4	6	-2.2	-3	-1	7	-8
CC(C)(C)CN1CCNC(=O)C1CC(=O)N1CCOc2ccccc2C1 (stereo unspecified)	5	-29	-5	-9	-3	-0.3	.	-9	1	-7
COc1cc2c(c3oc(=O)cc(CC(=O)O)c13)CCC(C)(C)O2	.	2	.	-11	1	-0.2	-2	-2	-1	-21
Cc1cc(C)c(S(=O)(=O)NCC2CCC(C(=O)NCc3ccc4c(c3)OCO4)CC2)c(C)c1 (stereo unspecified)	-40	21	40	-2	-1	0.2	.	-1	31	-8
Cc1nn(C)cc1CNC(=O)C1CCC(=O)N(CC2CCCCC2)C1 (stereo unspecified)	28	10	-28	0	0	-2.6	0	17	3	4
CCOc1ccc(NC(=O)CC2C(=O)N(C)C(=S)N2Cc2ccc3c(c2)OCO3)cc1 (stereo unspecified)	-7	4	7	-8	5	-0.5	-2	22	-1	-15
O=C(CSc1nnnn1-c1cccc(F)c1)NC1CCCCC1	14	32	-14	2	6	-2.4	-3	1	-1	-14
Cc1ccc(-c2c(CC(=O)O)c(C)nc3sc4c(c23)CCCC4)cc1	-6	-3	6	-1	-6	-1.4	19	-2	-3	-19
CCc1ccc(NC(=O)C2CC(=O)N(C(C)C)C2)cc1 (stereo unspecified)	20	1	-20	-1	-15	-0.6	-3	7	16	-14
COc1ccc(Nc2nnc(SCc3cn4c(C)cccc4n3)s2)cc1	-12	-16	12	3	-8	-0.4	0	4	1	-6
O=c1cc(COc2ccc(Cl)c(Cl)c2)nc2sccn12	.	-30	.	8	74	-1.8	-3	-7	-1	-11
CC[C@]12c3[nH]c4ccc(OC)cc4c3CCN1C(=O)C(CC(=O)NCC13CC4CC(CC(C4)C1)C3)C[C@@H]2C(=O)N1CCN(C(=O)c2ccco2)CC1 (stereo partly specified)	3	7	-3	-3	-6	0.4	-1	0	.	8
CN(C)CCn1nnnc1SCC1=C(C(=O)O)N2C(=O)[C@@H](NC(=O)Cc3csc(N)n3)[C@H]2SC1	18	-27	-18	-9	-8	-0.3	-1	11	.	-13
CN(C)/C=N/NC(=O)c1ccc(Cl)cc1	8	12	-8	-7	-7	-0.3	5	-3	-3	-3
COC(=O)Cc1c(C)c2ccc(O)c(CN3CCCC(C)C3)c2oc1=O (stereo unspecified)	24	-11	-24	-2	8	0.6	-3	i	-1	-15
Cc1ccc(C2(CCN)CCOC(C(C)C)C2)cc1 (stereo unspecified)	9	-6	-9	-2	2	0.0	2	8	0	-22
COc1ccc(C(=O)Cc2cc3cccc(OC)c3oc2=O)cc1	-20	-15	20	-3	32	0.0	-2	-12	-1	2
CC(=O)Nc1sc(N/N=C\c2ccccc2Cl)nc1-c1cccs1	-21	-60	21	3	-12	0.1	-3	6	4	-7
CCN1CCC(CNCc2cn(-c3ccc(OC)cc3)nc2-c2ccccc2Cl)C1 (stereo unspecified)	23	13	-23	0	-11	-1.1	2	12	75*	-16
Cn1cnnc1SCCNS(=O)(=O)c1cccc([N+](=O)[O-])c1	0	-9	0	-1	6	-1.3	7	-10	-1	-1
CCCN=C1N(CC)C[C@@H]2[C@@H]3C(=O)N(Cc4ccccc4)C(=O)[C@@H]3[C@](Cc3ccccc3)(C(=O)OC)N12	-1	6	1	1	0	-1.0	-1	-4	.	-23
CCCCOc1ccc(CSCCN)cc1Cl	0	-14	0	-26	16	-0.5	-4	0	3	-13
CCOC(=O)c1ccoc1CSCC(=O)N1CCN(S(=O)(=O)c2ccc(C)cc2)CC1	8	6	-8	-3	-2	-0.7	-3	9	-3	-4
CC1(C(=O)OCC(=O)NNC(=O)COc2ccc(Cl)cc2)CC1(Cl)Cl (stereo unspecified)	3	2	-3	-2	-6	-3.6	-8	7	-1	-5
O=c1cc(-c2cccc3ccccc23)[nH][nH]1	18	4	-18	1	-6	-0.6	1	15	-6	-14
Later entries.
SMILES	SR-BI uptake up	PfHsp90 yeast 2	SR-BI DiI inh	dFosB act	MITF act	CAL PDZ FP-1	CAL PDZ FP-2	Rtt109 HAT inh	NSD2 HMT inh	PvdQ acylase
CC(NC(=O)C1CCN(S(=O)(=O)N2CCCCCC2)CC1)c1ccccc1 (stereo unspecified)	-26	12	26	-7	-10	-0.7	-2	-3	-7	-19
CCC(C)Sc1cccc(-c2nc3ccccn3c2NCc2ccccc2)c1 (stereo unspecified)	-1	33	1	-8	-1	-5.5	-5	2	.	-17
O=C1SC(SCc2ccccc2Cl)=N/C1=C\c1ccc(C(=O)O)cc1	22	6	-22	3	-4	-0.9	-4	9	15	-9
O=C(O)c1cccc(OCc2ccccc2Cl)c1	27	3	-27	-3	20	0.1	-2	0	38	-16
COC(=O)c1sccc1NC(=O)Nc1ccc(C)cc1	-38	20	38	-5	20	-0.2	-5	2	-7	-3
CCOC(=O)c1cc(Br)c(=O)n2ccccc12	-7	.	7	-6	-1	-1.1	0	-5	-2	-9
CCOC(CCNC(=O)c1cn(CC(C)C)c(=O)c2c1c1ccccc1n2C)OCC	11	26	-11	-15	2	-1.0	-7	.	2	-17
CCOC(=O)c1c(-n2cnnn2)sc(C)c1C	-12	.	12	-3	-8	-0.7	.	-8	-4	-9
CCCn1c(=O)c(C(=O)NCc2ccccc2Cl)c(O)c2ccccc21	-2	8	2	3	6	0.2	.	-6	1	-14
COc1ccc(S(=O)(=O)N(C)CC(=O)NCc2cccnc2)cc1OC	-8	-15	8	-6	1	1.0	-1	-6	-2	1
Cc1nn(Cc2ccc(Cl)cc2)c(C)c1NC(=O)CSc1n[nH]c(C)c1[N+](=O)[O-]	-10	3	10	2	1	-2.1	0	0	1	-4
Cc1ccc(OC(C)C(=O)Nc2ccc(C)c(S(=O)(=O)Nc3ccc(C)cc3C)c2)cc1 (stereo unspecified)	-57	12	57	-7	-4	-1.7	-3	16	3	5

High-throughput results from PubChem BioAssay.
